Assay outcomes: PubChem BioAssay, University of Kansas High Throughput Screening Laboratory
Pf apPOL inh: Pf-apPOL DNA polymerase inhibition. Recombinant Pf-apPOL, molecular beacon fluorescence, 1.5 h. inhibition, % at 10 µM. hit rate 0.25% among 210,000. AID 1794808
mHTT-CaM PPI inh: inhibitors of human mutant huntingtin-calmodulin interaction; P42858; AlphaScreen His-mHTT/GST-CaM binding, luminescence; inhibition, % at 15 µM; hit rate 3.6% among 190,000; AID 1671202;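 further: 0% = both proteins with DMSO and 100% = one protein alone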
Numbers without * were called inactive; i = inactive; nt = no result given; & = joins results of further samples. No stated cut-off is given here; in the data, active means inhibition above about 50%; inactive means the rest.

Value order: Pf apPOL inh, mHTT-CaM PPI inh
1. COC(=O)C1CN(Cc2cn(CCC3OCCO3)nn2)CCS(=O)(=O)N1Cc1ccc(OC)cc1 (stereo not drawn)
  4, 5
2. Cc1cccc(C(=O)Nc2nccn(-c3ccc(Br)cc3)c2=O)c1
  2, 2
3. Nc1ccccc1C(=O)NCCCN1CCOCC1
  -6&-4, nt
4. COc1cccc(C(=O)Nc2ccc(-n3nncc3-c3ccc(Br)cc3)cc2)c1
  0, 12
5. O=C(c1ccc([N+](=O)[O-])cc1)c1ccc2c(c1)CCC2
  -2, nt
6. Fc1cccc(F)c1CSc1nnnn1-c1ccccc1
  2, -50
7. COc1ccc(O)c(C2=Nc3ccccc3N=C(c3cccc([N+](=O)[O-])c3)C2)c1
  -2, 57*
8. CC(=O)c1ccc(NC(=O)CSc2nnc3c4ccccc4n(C)c3n2)cc1
  -5, 3
9. O=C1c2ccccc2NS(=O)(=O)N1Cc1ccccc1
  -13, nt
10. O=C1CC(O)(C(F)(F)F)OCC12CCCCC2 (stereo not drawn)
  nt, -5
11. O=C1S/C(=C\c2cccc(Br)c2)C(=O)N1c1ccc(O)cc1
  16, 47
12. COc1cc(/C=C2/NC(=O)NC2=O)ccc1OCCCOc1ccc(C)cc1C
  -4, 3
13. Cc1c(C(=O)Nc2nnc(SCc3ccccc3Cl)s2)cccc1[N+](=O)[O-]
  -1, -2
14. CCOc1ccc(N2CN=c3s/c(=C\c4cccnc4)c(=O)n3C2)cc1
  1, 18
15. Cn1c(-c2ccc([N+](=O)[O-])cc2)csc1=Nc1ccccc1
  -7, 23
16. Cc1oc(C(C)(C)C)cc1C(=O)NC1CCN(Cc2ccccc2)CC1
  -2, nt
17. COc1ccc(S(=O)(=O)N2CC=C(c3cn(C)c4ncccc34)CC2)cc1Cl
  -2, 7
18. CCN(CC)c1ccc(CN2CCCCCC2)cc1
  -3, 15
19. Cc1ccc(CN2CCN(C3CCN(C(=O)Nc4ccc(C)cc4C)CC3)C2=O)cc1
  -2, 12
20. CC(C)OC(=O)C1C2C=CC3(CN(C(c4ccccc4)c4ccccc4)C(=O)C13)O2 (stereo not drawn)
  -3, 32
21. Cc1ncc([N+](=O)[O-])n1CCSc1nc2ccccc2[nH]1
  -5, 0
22. COc1ccc(CCNC(=O)c2cnn3c4c(cnc23)CCCC4)cc1OC
  -2, 10
23. O=C(O)C1C2C=CC(O2)C1C(=O)Nc1ccc([N+](=O)[O-])cc1 (stereo not drawn)
  1, nt
24. CCC(=O)NCCc1csc(C2CCN(C(=O)c3ccc(C)cc3)CC2)n1
  -1, -3
25. O=C(CN1N=C(c2ccc(Cl)cc2)CCC1=O)NCc1ccccc1Cl
  -11, 30
26. Cc1ccc(NC(N)=Nc2nc(C)cc(N3CCCCC3)n2)c(C)c1
  -4, 6
27. COc1cccc(C2CC(C(F)(F)F)n3ncc(C(=O)NC(C)(C)C)c3N2)c1 (stereo not drawn)
  -6, 0
28. CC1CCC(NC(=O)CN2C(=O)NC3(CCC(C)CC3)C2=O)CC1 (stereo not drawn)
  -4, -1
29. Cc1cc(NC(=O)Cn2nc(-c3ccc4c(c3)OCO4)ccc2=O)on1
  2, -8
30. COc1ccc(NC(=O)c2ccc3c(c2)CC(=O)N3C)cc1
  0, -4
31. O=C(CN1CCN(CC(=O)c2ccco2)CC1)Nc1cccc(C(F)(F)F)c1
  -3, -1
32. CCN1CCCc2cc(C(=O)NCc3cccc(F)c3)sc21
  -9, 1
33. O=C1OC(c2cncc(Br)c2)=N/C1=C/c1ccc2c(c1)OCO2
  -2, 3
34. c1cnc2nc(SCc3cn4ccccc4n3)[nH]c2c1
  -1, -5
35. COc1ccc(S(=O)(=O)Nc2cccc(SC)c2)cc1OC
  2, 0
36. COc1ccc(S(=O)(=O)Nc2cc(Cl)c(O)c(Cl)c2Cl)cc1
  2, 4
37. Cn1c(=O)[nH]c(=O)c2c1nc1n2CC(COc2ccccc2)O1 (stereo not drawn)
  2, 3
38. CCNC(=O)CN(Cc1ccccc1)S(=O)(=O)c1ccc(Cl)cc1
  -5, -10
39. O=C(NCCCCc1ccccc1)c1ccccc1F
  -1, -20
40. O=C(c1ccccc1)n1nccc1C(c1ccccc1)c1ccccc1
  4, nt
41. N=c1ncn(Cc2ccccc2)c2nc(SCCO)[nH]c12
  4, -2
42. O=C(CN1CCN(C(=O)c2nc3ccccc3s2)CC1)c1ccco1
  -2, -12
43. Cc1nc2cc(Br)cc(Br)c2o1
  -7, -7
44. O=C(C1CCCCC1)N1CCC(CCOc2cccnc2)CC1
  0, 2
45. COCc1cc(C)nc2sc(-c3ccc([N+](=O)[O-])cc3)c(NC(=O)c3ccccc3)c12
  -1, 8
46. CN(CC(=O)NCC1CCCO1)c1nc2c(Cl)cccc2s1 (stereo not drawn)
  -7, -8
47. COc1cccc(-c2nc(C3CCN(C(=O)c4ccccc4)CC3)no2)c1
  0, 13
48. CC1CCCN(S(=O)(=O)c2ccc(F)c(C(=O)NC3CCCC(C)C3C)c2)C1 (stereo not drawn)
  -1, -5
49. O=C(c1cc(F)ccc1F)N1CCC(CCOc2ccc(F)cc2)CC1
  2, -30
50. COc1ccc(/C(N)=N/OC(=O)Cc2ccc(Cl)cc2)cc1OC
  3, i
51. COc1ccccc1NC(=O)/C(=C/c1ccc(OC)c(OC)c1)NC(=O)c1ccccc1
  -3, 41
52. Brc1ccccc1CN1CCN(c2ncccn2)CC1
  -3, -12
53. Cc1cccc2c1NC1(CCN(C(=O)COc3ccccc3)CC1)NC2=O
  0, -3
54. CC(=O)N1CCc2cc(N3CC(C(=O)Nc4ccc(Br)cc4)CC3=O)ccc21 (stereo not drawn)
  -6, 1
55. CCCNc1cc(N2CCC(CCC(=O)NCCN3CCCCCC3)CC2)ncn1
  -1, 21
56. COCCNC(=O)C1CCN(Cc2cc3ccccc3n2Cc2cccc(C)c2)CC1
  5, 60*
57. Cc1ccc(S(=O)(=O)NC2=NCN(c3ccc(Cl)cc3)CN2)cc1[N+](=O)[O-]
  -4, -4
58. COc1ccc(-c2noc(C3CCCN3C(=O)c3ccccc3)n2)cc1 (stereo not drawn)
  -3, -3
59. COc1ccc(S(=O)(=O)N2CC3CN(C(=O)NCC(C)C)CC(C2)O3)cc1
  -5, -7
60. CC(CNC(=O)C1CC1c1ccccc1)NC(=O)C1CC1c1ccccc1 (stereo not drawn)
  -7, -4

Structural class, the entries above with an NH in an aromatic ring
Value order: Pf apPOL inh, mHTT-CaM PPI inh
21. Cc1ncc([N+](=O)[O-])n1CCSc1nc2ccccc2[nH]1
  -5, 0
34. c1cnc2nc(SCc3cn4ccccc4n3)[nH]c2c1
  -1, -5
37. Cn1c(=O)[nH]c(=O)c2c1nc1n2CC(COc2ccccc2)O1 (stereo not drawn)
  2, 3
41. N=c1ncn(Cc2ccccc2)c2nc(SCCO)[nH]c12
  4, -2

The results go on:
No. | SMILES | Pf apPOL inh | mHTT-CaM PPI inh
61 | Cc1cc(OCC#N)cc(C)c1Cl | -2 | nt
62 | COc1ccc(NS(C)(=O)=O)cc1 | 5 | -12
63 | Cc1ccc(C2CC(=O)Nc3n[nH]c(C)c32)c(C)c1 (stereo not drawn) | 2 | -3
64 | COC(=O)c1ccc(S(=O)(=O)N2CCCN(c3ccc(C(F)(F)F)cn3)CC2)n1C | -16&-22 | nt
65 | O=C(Nc1cccc(F)c1)C1CCc2sc(C(=O)N3CCCCC3)cc2C1 (stereo not drawn) | -1 | -3
66 | O=C(CN1C(=O)C(c2ccccc2)=NC12CCCCCC2)Nc1cccc(F)c1 | -9 | 52*
67 | CCOC(=O)c1cnc2c(c(C)nn2C)c1NNc1ccccc1 | -10 | nt
68 | CCC(CC)C(=O)N1CCC(COc2ccc(C(=O)N3CCOCC3)cc2)CC1 | -4 | 4
69 | COc1ccc(CCNC(=O)/C(=C/c2cccnc2)NC(=O)c2ccccc2)cc1OC | -2 | 6
70 | Cc1ccc2[nH]c(C)cc(=O)c2c1 | 10 | 20
71 | COc1ccc(OC)c(CNC(=O)c2nnn3c2COC(c2ccc(F)cc2)C3)c1 (stereo not drawn) | -1 | 14
72 | O=C(CN1CCOCC1)Nc1ccc([N+](=O)[O-])cc1Cl | -7 | -2
73 | O=C(NCC1(O)CCCC1)c1cc(=O)c2ccccc2o1 | -8 | -1
74 | O=C(NC1CCCCCC1)c1cnn2c(-c3ccccc3)ccnc12 | -4 | -12
75 | N#Cc1c(-c2ccco2)nc(N2CCCCC2)[nH]c1=O | 3 | 23
76 | CCN(Cc1c(O)ccc2c(=O)c(-c3ccccc3OC)coc12)C1CCCCC1 | 1 | 10
77 | Cc1ccccc1NC(=O)OCCN1CCN(Cc2ccccc2)CCC1=O | 0&-6 | 3&12
78 | COc1ccccc1C(=O)Nc1ccc(Br)c(C)c1 | -3 | -90
79 | Cc1nn(-c2ccc(C(=O)NCc3ccccn3)cc2)c2c1C(=O)CC(C)(C)C2 | 2 | 5
80 | O=C1Nc2ccccc2C1=Nc1ccc(N=C2C(=O)Nc3ccccc32)c([N+](=O)[O-])c1 | 1 | 15
81 | O=C1c2ccccc2C(=O)C1c1ccc(-c2ccccc2)cc1 | 1 | 23
82 | Cn1c(=O)[nH]c(=O)c2[nH]c(N3CCCCCC3)nc21 | 2 | -1
83 | COc1ccc(CNS(=O)(=O)c2ccc3nc(-c4ccccc4)[nH]c3c2)cc1 | 8 | 4
84 | O=C1CC(C(=O)Nc2ccc(Br)cc2)C2(CCCCC2)O1 (stereo not drawn) | -2 | 0
85 | COc1cc(C=Cc2ccncc2)ccc1OC(=O)c1ccccc1OC | -11 | 22
86 | CC1(C)CC(=O)C2=C(C1)SC(c1ccco1)C(C#N)=C2N (stereo not drawn) | nt | -8
87 | COc1cc(OC)cc(N2C(=O)CCC2(C)C(=O)NCCC(C)C)c1 (stereo not drawn) | 1 | -8
88 | Cc1cc(NCCc2ccccc2)n2c(nc3ccccc32)c1C#N | 1 | -3
89 | Cc1cc2[nH]c(C(=O)Nc3cc(F)cc(F)c3)c(CN(C)C)c2s1 | 5 | -9
90 | COc1ccc(Cl)cc1/C=C1/C(=O)N(c2ccc(Cl)c(C(=O)O)c2)N=C1C | -1 | 9
91 | Cc1cc(C)c(CON=Cc2ccc(-c3cc(C(F)(F)F)cc(C(F)(F)F)c3)o2)c(C)c1 | -2&4 | nt
92 | C=CCn1c(SCC#N)nc2c(c1=O)C1(CCCC1)Cc1ccccc1-2 | -3 | -9
93 | CC(C)C(=O)Nc1ncc(Cc2cccc(Cl)c2Cl)s1 | -8 | -1
94 | CCn1c(=O)c2ccnn2c2ccc(C(=O)NC3CCCCC3)cc21 | -6 | -8
95 | CCn1nccc1C(=O)N1CCCC1c1ccc(F)cc1 (stereo not drawn) | 0 | -6
96 | COc1ccc(C(=O)NCCn2ccc3ccccc32)cc1OC | 4 | 0
97 | Cc1nc(-c2ccc(C(=O)N3CCC(C)CC3)cc2)no1 | -3 | -3
98 | COc1ccc(C2NC(=O)NC(C)=C2C(=O)Nc2ccc(C)cc2)cc1OC (stereo not drawn) | -5 | 12
99 | CC(C)CNC(=O)c1cc2cn(C3CC3)cc2s1 | 1 | 12
100 | Brc1ccccc1OCCN1CCCC1 | -7 | -1
101 | N#CC12CC(O)(CC(c3ccccc3)C1(C#N)C#N)NC2=O (stereo not drawn) | -2 | 3
102 | COc1ccccc1Nc1cc(C(=O)O)c2ccccc2n1 | -6 | 3
103 | COc1ccc(-c2nnnn2C(C)C)cc1 | -1 | 0
104 | N#CCSC1=Nc2ccccc2C2=NC(CCC(=O)NCc3ccc4c(c3)OCO4)C(=O)N12 (stereo not drawn) | -4 | 11
105 | c1ccc(N=c2scc(-c3ccccc3)n2Cc2ccco2)cc1 | -4 | 32
106 | OCCN1CCN(c2nc(N3CCCCC3)nc(N3CCCCC3)n2)CC1 | 1 | 8
107 | O=C(CCN1C(=O)c2cccc3cccc(c23)C1=O)NCc1cccnc1 | 1 | 2
108 | CCCN1C(=O)c2ccccc2NC1c1ccc(C)cc1 (stereo not drawn) | -1 | -5
109 | CCc1nc(SCC(=O)NCc2ccco2)c2c3c(sc2n1)CCC3 | -9 | -3
110 | COc1ccc(OC)c(CNC(=O)C2CCCN(C(=O)c3cc(C)cc(C)c3)C2)c1 (stereo not drawn) | -1 | 2

Record cards, as listed above. Order of values: Pf apPOL inh, mHTT-CaM PPI inh
Entry for COc1ccc(OC)c(CNC(=O)C2CCCN(C(=O)c3cc(C)cc(C)c3)C2)c1 (stereo not drawn) → -1, 2
Entry for N#CC12CC(O)(CC(c3ccccc3)C1(C#N)C#N)NC2=O (stereo not drawn) → -2, 3
Entry for CCc1nc(SCC(=O)NCc2ccco2)c2c3c(sc2n1)CCC3 → -9, -3

Next section
No. | SMILES | Pf apPOL inh | mHTT-CaM PPI inh
111 | O=C(CN1CCCCC1)Nc1ccc(OC(F)(F)F)cc1 | 8 | -2
112 | COc1ccccc1NC(=O)C1=C(C)Nc2ncnn2C1c1ccc(Br)cc1 (stereo not drawn) | 0 | 12
113 | CSc1nc2sc3c(c2c(=O)n1C)CCC3 | -10 | 1
114 | COc1cccc(-n2ccn3cc(-c4ccc(C)c(C)c4)nc3c2=O)c1 | -2 | -5

By substructure: the compounds so far with a COOH group (3)
No. | SMILES | Pf apPOL inh | mHTT-CaM PPI inh
23 | O=C(O)C1C2C=CC(O2)C1C(=O)Nc1ccc([N+](=O)[O-])cc1 (stereo not drawn) | 1 | nt
90 | COc1ccc(Cl)cc1/C=C1/C(=O)N(c2ccc(Cl)c(C(=O)O)c2)N=C1C | -1 | 9
102 | COc1ccccc1Nc1cc(C(=O)O)c2ccccc2n1 | -6 | 3
